FEN1 inh = blocks human flap endonuclease 1. Potency, µM (doses to about 114 µM), inactives show at the highest dose activity change, negative = inhibition, hits mostly inhibitors. Recombinant FEN1 flap cleavage, fluorescence, 15 min. hit rate 0.35% among 390,000. P39748; note: nearly all actives have a fitted effect of over 65% in size
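Nuclease activity of 10 nM FEN1 was measured after 15 min of room-temperature exposure to titrated compounds, by adding 50 nM flap substrate and reading plates at 0 and 15 min.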
GCN5L2 inh = inhibitors of human GCN5L2 histone acetyltransferase. GCN5L2 HAT assay, ThioGlo1 CoA-SH fluorescence. hit rate 0.21% among 390,000. AID 504327. Potency, µM (doses to about 58.9 µM), for the others: top-dose activity change, negative = inhibition, usual class: inhibitors. Q92830
Target sequence (Q92830 whole entry, looked up): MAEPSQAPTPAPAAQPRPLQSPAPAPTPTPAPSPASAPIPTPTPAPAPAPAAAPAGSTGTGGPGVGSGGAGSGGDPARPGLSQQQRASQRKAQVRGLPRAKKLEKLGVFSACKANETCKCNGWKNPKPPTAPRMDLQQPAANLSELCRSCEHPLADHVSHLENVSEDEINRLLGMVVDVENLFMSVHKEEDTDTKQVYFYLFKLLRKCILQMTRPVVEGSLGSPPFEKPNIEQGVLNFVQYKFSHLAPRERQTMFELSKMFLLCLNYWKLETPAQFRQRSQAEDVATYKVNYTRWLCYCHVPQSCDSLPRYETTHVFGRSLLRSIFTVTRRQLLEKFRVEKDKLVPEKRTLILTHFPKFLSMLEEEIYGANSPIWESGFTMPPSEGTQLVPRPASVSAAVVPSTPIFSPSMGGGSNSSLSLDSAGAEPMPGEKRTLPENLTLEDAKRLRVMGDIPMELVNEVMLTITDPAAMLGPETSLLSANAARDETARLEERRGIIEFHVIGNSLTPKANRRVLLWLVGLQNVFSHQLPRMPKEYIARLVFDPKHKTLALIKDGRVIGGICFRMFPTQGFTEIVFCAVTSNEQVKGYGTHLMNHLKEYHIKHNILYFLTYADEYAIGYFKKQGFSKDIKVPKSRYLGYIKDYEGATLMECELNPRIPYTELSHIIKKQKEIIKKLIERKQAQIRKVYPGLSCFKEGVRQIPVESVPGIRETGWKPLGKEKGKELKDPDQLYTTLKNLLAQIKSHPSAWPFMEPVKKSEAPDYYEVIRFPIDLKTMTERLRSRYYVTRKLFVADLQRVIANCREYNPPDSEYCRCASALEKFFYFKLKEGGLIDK
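ThioGlo1-coupled HAT assay: 20nM GCN5L2, 70uM acetyl-CoA, 75uM H3(1-25) peptide, pH 7.5. Fluorescence read at 340/540nm at start and after 20 min at room temperature.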
N370S GC mod = inhibits or activates N370S mutant glucocerebrosidase; AID 2101; Potency, µM (titrated, usually from 59.4 µM), inactives show top-dose activity change, negative = inhibition, usual class: inhibitors; P04062; N370S GC spleen homogenate, 4MU-glucoside fluorescence; hit rate 0.092% among 330,000;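 note: 0% = full enzyme activity and -100% = no enzyme basal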
Starred values were filed as active, the others as inactive; ? = inconclusive; nt = not tested or not shown; & = joins results of further samples; [ ] = another dose, or the depositor's remark. Calls come from the whole dose curve; as a rule, active = well fitted curve in the direction sought with a large enough effect; inconclusive = small, poorly fitted or top-dose-only effect, or another doubt; inactive = no such curve, though single readings can be large; an effect the other way counts as inactive or inconclusive. Unless noted, % is set by controls: 0 for no effect and ±100 for the full control effect; potency is the fitted concentration of half-maximal effect. The list is partial; count on the stated rates, not on these rows.

The opening 5 compounds, ahead of the listing:
SMILES	FEN1 inh	GCN5L2 inh	N370S GC mod
CC(=O)N1CCN(C(=O)CCc2c[nH]c3ccccc23)CC1	-1%	-2%	11%
CC(C)(C)OC(=O)N1CCOCCOCCN(C(=O)OC(C)(C)C)CCOCC1	-3%	3%	-10%[2.35 µM]
CCn1c(COc2ccccc2)nnc1SCC(=O)Nc1cc(OC)ccc1OC	4%	-11%	19%
O=C(O)C(=O)Nc1ccc(NC(=O)C(c2ccccc2)c2ccccc2)cc1	19%	-1%	1%
O=C(Nc1ccccc1Br)c1cc[n+]([O-])cc1	12%	-2%	-1%

The list itself, from the start:
SMILES	FEN1 inh	GCN5L2 inh	N370S GC mod
CC(=O)N1CCN(C(=O)CCc2c[nH]c3ccccc23)CC1	-1%	-2%	11%
CC(C)(C)OC(=O)N1CCOCCOCCN(C(=O)OC(C)(C)C)CCOCC1	-3%	3%	-10%[2.35 µM]
CCn1c(COc2ccccc2)nnc1SCC(=O)Nc1cc(OC)ccc1OC	4%	-11%	19%
O=C(O)C(=O)Nc1ccc(NC(=O)C(c2ccccc2)c2ccccc2)cc1	19%	-1%	1%
O=C(Nc1ccccc1Br)c1cc[n+]([O-])cc1	12%	-2%	-1%
COc1ccccc1CCNC(=O)c1cc(-c2ccccn2)nc2ccc(Br)cc12	nt	7%	5%
O=C1C2CCCN2C(=S)N1Cc1ccccc1 (stereo unspecified)	1%	-4%	-7%
Cc1cccc(C)c1Oc1nc(-c2ccccc2)ncc1S(=O)(=O)c1ccccc1	0%	-1%	11%
O=C(c1ccccc1)C1CN(Cc2ccccc2)CCC1(O)c1ccccc1 (stereo unspecified)	4%	-13%	-6%
COc1ccc2oc(C(=O)OCC(=O)N(C)CC(=O)Nc3ccc(F)cc3)c(C)c2c1	0%	?	-10%
Nc1nc(SCC(=O)Nc2cccnc2Cl)n[nH]1	-36%	-5%	1%
Cc1cc(C(F)(F)F)nn2cnnc12	-4%	-4%	6%
c1ccc2c(c1)[nH]c1c(N3CCSCC3)ncnc12	-14%	-5%	4%
Cc1ccc(NC(=O)c2sc3ncn(CC(=O)N4CCN(c5ccccn5)CC4)c(=O)c3c2C)cc1F	-7%	-1%	-16%
CN(C(=O)CCc1nnc(-c2ccc(-c3ccccc3)cc2)o1)C1CCOCC1	-3%	-25%	-4%
CCc1ccc(NC(=O)C2CCN(S(=O)(=O)c3c(C)noc3/C=C/c3cccs3)CC2)cc1	-3%	0%	nt
C(#Cc1ccccc1)C[N+]1(CC#Cc2cccc3ccccc23)CCOCC1	?	12%	1%
O=C(O)c1ccc2c(c1)OCCCO2	16%	0%	-12%
CC[C@@]1(C(=O)OC)N[C@H](CN(C)S(=O)(=O)c2ccc(-c3ccccc3)cc2)[C@@H]2C(=O)N(C)C(=O)[C@@H]21	7%	-2%	nt
COc1ccccc1-c1cc(C(F)(F)F)nc(S(=O)(=O)CCCC(=O)NCc2ccc(F)cc2)n1	-19%	-6%	10%
CCCN(CCC)C(=O)Cn1c(=O)n(-c2cccc(C(F)(F)F)c2)c(=O)c2c(C)c(C)sc21	13%	-7%	nt
CC(=O)Nc1ccc(NC(=O)C2CC(=O)N(c3ccc(Cl)cc3)C2)cc1 (stereo unspecified)	-11%	?	-1%
COc1cccc(NC(=O)C2CCN(S(=O)(=O)c3ccc4c(c3)OCCO4)CC2)c1	3%	-3%	9%
Cc1ccc(N(C(=O)c2ccc3c(c2)OCO3)C2C=CS(=O)(=O)C2)cc1 (stereo unspecified)	-1%	-14%	2%
NC(N)=[N+]1CCc2ccccc2C1	nt	?	5%
SMILES	FEN1 inh	GCN5L2 inh	N370S GC mod
Brc1ccc(-c2nnc3c4ccccc4nc(N4CCOCC4)n23)cc1	0%	-10%	-21%
COc1ccc(NC(=O)c2ccco2)cc1N	-3%	-7%	9%
CCc1ccc(NC(=O)C/C(C)=N/NC(=O)OCc2ccc(OC)cc2)cc1	1%	-5%	9%
CCOC(=O)Cc1csc(NC(=O)COc2ccc(OC)cc2)n1	-4%	-7%	4%
O=C(/C=C/c1ccc(OCCCF)cc1)N1CCOCC1	-2%	-4%	2%
COc1ccccc1/C=N/NC(=O)CNC(=O)c1ccc(S(=O)(=O)N2CCCC2)cc1	-10%	-7%	3%
CCCCCC(=O)NC(=S)Nc1ccc(N2CCCCC2)c(Cl)c1	0%	-13%	-12%
CC(C)Oc1ccc(-c2nc(NCC3CCCO3)c3ccccc3n2)cc1 (stereo unspecified)	?	-9%	?
CC(C)COC(=O)Nc1ccc(C(=O)O)cc1	-4%	-26%	-10%
COc1ccccc1N1CCN(CCc2n[nH]c(=S)n2-c2ccccc2)CC1	-1%	1%	-18%
CC(C)=CCC/C(C)=C/CNC(=O)C[C@H]1C[C@H](C(=O)N(C(C)C)C(C)C)[C@@]2(C)c3[nH]c4cc(CCC(=O)N(C)C)ccc4c3CCN2C1=O	-20%	-13%	nt
COc1ccc(C)cc1C(=O)C1CC(C(=O)O)C(C)(C)C1C (stereo unspecified)	-7%	11%	6%
O=C1CCCC2=C1C1(CCCC1)N=C(Nc1nc3ccccc3o1)N2	nt	-1%	-3%
COc1ccc(S(=O)(=O)N2CCC(n3cnc4cc(C(F)(F)F)ccc43)CC2)cc1	-14%	1%	23%
COc1ccc(OC)c(S(=O)(=O)N2CCN(CC(O)COc3ccccc3)CC2)c1 (stereo unspecified)	-5%	1%	-5%
COc1ccc(CCNC(=O)CN2C(=O)NC(CCSC)C2=O)cc1 (stereo unspecified)	21%	5%	6%
COc1cccc(-c2nc(CS(=O)CC(=O)NCCCOC(C)C)c(C)o2)c1 (stereo unspecified)	6%	-21%	1%
Cc1ccccc1C(=O)NC=C1C(=O)OC(C)(C)OC1=O	14%	-9%	3%
O=C(CCc1nc2sc3c(c2c(=O)[nH]1)CCCC3)Nc1ccccc1Cl	-2%	-6%	4%
CCCS(=O)(=O)N1CCCC(C(=O)NCCc2ccc(OC)c(OC)c2)C1 (stereo unspecified)	-3%	0%	20%
O=C(NC1(C(F)(F)F)NC(=O)N(C2CCCCC2)C1=O)c1ccco1 (stereo unspecified)	0%	-2%	0%
Cc1cc(C)c(S(C)(=O)=O)c(S(=O)c2ccc(Cl)cc2)n1 (stereo unspecified)	-6%	1%	-15%
CC[C@@H]1C=C(C(=O)O)[C@H](c2ccc(C)cc2)N1S(=O)(=O)c1ccc(C)cc1	-13%	2%	nt
COC(=O)C(C)Sc1nnc(Cc2cc(=O)[nH]c(=O)[nH]2)n1-c1ccc(Cl)cc1 (stereo unspecified)	nt	4%	-4%
O=C(c1ccco1)N1CCN(C(=S)Nc2cc(F)cc(F)c2)CC1	-13%	-7%	0%

Entries above that have a CF3 group (5):
SMILES	FEN1 inh	GCN5L2 inh	N370S GC mod
Cc1cc(C(F)(F)F)nn2cnnc12	-4%	-4%	6%
COc1ccccc1-c1cc(C(F)(F)F)nc(S(=O)(=O)CCCC(=O)NCc2ccc(F)cc2)n1	-19%	-6%	10%
CCCN(CCC)C(=O)Cn1c(=O)n(-c2cccc(C(F)(F)F)c2)c(=O)c2c(C)c(C)sc21	13%	-7%	nt
COc1ccc(S(=O)(=O)N2CCC(n3cnc4cc(C(F)(F)F)ccc43)CC2)cc1	-14%	1%	23%
O=C(NC1(C(F)(F)F)NC(=O)N(C2CCCCC2)C1=O)c1ccco1 (stereo unspecified)	0%	-2%	0%

Going on with the list.
SMILES	FEN1 inh	GCN5L2 inh	N370S GC mod
O=C(Nc1cccc(Cl)c1)C1CCCN(S(=O)(=O)c2cnc[nH]2)C1 (stereo unspecified)	-1%	-5%	1%
O=C(COc1ccccc1)Nc1nnc(COc2ccccc2)s1	-4%	0%	-14%
CCOc1ccc(NCCC(=O)c2ccc3c(c2)OCO3)cc1	-9%	-16%	1%
C[C@H](NC(=O)N1CCn2c1nc1ccccc12)C(=O)NCc1ccccc1	-5%	-11%	-15%
Nc1ccc(S(=O)(=O)NC2(C(F)(F)F)NC(=O)N(c3ccccc3Cl)C2=O)cc1 (stereo unspecified)	11%	-8%	1%
O=C(c1cccc(S(=O)(=O)N2CCCC2)c1)N1CCCc2ccccc21	3%	-13%	4%
Cc1sc2ncnc(N/N=C/c3ccccc3O)c2c1C	-12%	-10%	4%
CCC(C(=O)NCCCN1CCN(C)CC1)n1nc(C)c2sc3ccccc3c2c1=O (stereo unspecified)	-5%	-4%	-24%
Cc1cccc(OC(=O)c2cc(-c3ccc4c(c3)OCCO4)on2)c1	-5%	-26%	nt
CN1CCC(=NNC(=O)c2ccc(N(Cc3ccccc3Cl)S(C)(=O)=O)cc2)CC1	-12%	-9%	1%
O=C(Cc1ccc([N+](=O)[O-])cc1)NCc1ccccn1	7%	0%	5%
COC(=O)Cn1c(=O)c2c(nc3n2CCCN3Cc2ccccc2)n(C)c1=O	-2%	-2%	-2%
Cc1cc(N2CCN(S(=O)(=O)c3ccccc3)CC2)nc2c(C)cccc12	-18%	-7%	4%
CCOC(=O)CN(C(=O)COc1nc(-c2ccccc2)cc(C)c1C#N)c1ccccc1	12%	-14%	?
Cc1ccc(-c2nnn(CC(=O)N(c3cccc(F)c3)C(C(=O)NC3CCCC3)c3ccco3)n2)o1 (stereo unspecified)	9%	0%	4%
Cc1cc(C)cc(C(=O)NC(CC(N)=O)c2ccc(NCC3CC3)c([N+](=O)[O-])c2)c1 (stereo unspecified)	6%	-2%	19%
CCC1CCCCN1c1nc(-c2cccc(OC)c2O)nc2ccccc12 (stereo unspecified)	-19%	-7%	2%
CCOc1ccc(CCNC(=O)C2CCCN(c3nn4c(=O)cc(C)nc4s3)C2)cc1OCC (stereo unspecified)	9%	-11%	1%
Nc1nc(SCC(=O)NC2CCCCC2)[nH]c(=O)c1-c1ccccc1	28%	-7%[0.501 µM]	7%
Cc1cccc(NC(=S)N2CCCC2)c1	-1%	-24%	2%
Cc1sc(N/N=C/c2cc([N+](=O)[O-])ccc2O)nc1-c1ccccc1	16%	-1%	?
O=C(NC(Cc1ccccc1)C(=O)O)c1ccco1 (stereo unspecified)	15%	1%	1%
CCOC(=O)N1CCN(CCC(=O)Nc2cc(C)ccc2C)CC1	17%&8%	-9%&15%	4%
CCOC(=O)C1CCN(C(=O)Cn2c(=O)oc3cc(S(=O)(=O)N4CCCC4)ccc32)CC1	-2%	3%	-2%
CCCSCCCNC(=O)c1ccc2c(c1)nc1n2CCCCC1	-12%	-7%	nt
SMILES	FEN1 inh	GCN5L2 inh	N370S GC mod
COc1ccc(NC(=O)Cn2c(=O)n(CCC(=O)NCC3CCCO3)c(=O)c3cc(OC)c(OC)cc32)cc1 (stereo unspecified)	4%&-4%	-1%&0%	5%
COc1ccc(Nc2oc(-c3cccs3)nc2C#N)cc1	-9%	49%[activator]	-25%
CN1CCN(C(=O)C23CCC(C)(C(=O)C2Br)C3(C)C)CC1 (stereo unspecified)	18%	-5%	-12%
CCOc1ccc(N(C)Cc2cc(=O)oc3ccc(OC)cc23)cc1	-2%	-9%	3%
CCOCCCNC(=O)CCc1nnc2ccc(N3CCCCC3)nn12	-2%	23%	2%
Cc1cccc(C)c1NC(=S)N(CCCN1CCN(C)CC1)Cc1cccs1	2%	-8%	-5%
C1CCN(CCCNC2C3CC4CC(C3)CC2C4)C1 (stereo unspecified)	-6%	0%	0%
C/C(=N\NC(=O)Cc1ccccc1)c1cccs1	-2%	1%	9%
O=C(/C=C/c1ccccc1)N/C(=C/c1ccccc1)C(=O)NCCCO	-14%	-1%	5%
CCN1C(=O)[C@H]2[C@H]3CN=C(SCC4CC4)N3[C@@](CC)(C(=O)OC)[C@H]2C1=O	1%	0%	nt
COc1ccc(C2CC(c3ccccc3O)=NN2C(=O)c2ccccc2)cc1OC (stereo unspecified)	1%	-16%	26%
Cc1cc(OCC(=O)Nc2ccc(S(=O)(=O)N3CCN(C)CC3)cc2)cc(C)c1Cl	-16%	-16%	-18%
O=C(N/N=C/c1ccccc1)c1cc(=O)[nH]c2ccccc12	9%	-10%	10%
O=C(Nc1c(C(=O)N2CCN(c3ccccc3F)CC2)oc2ccccc12)c1cccc(F)c1	1%	41%[activator]	nt

Entries of single compounds from above. Screens in order: FEN1 inh, GCN5L2 inh, N370S GC mod
Record of `COc1ccc(C2CC(c3ccccc3O)=NN2C(=O)c2ccccc2)cc1OC` (stereo unspecified) = 1%, -16%, 26%
Record of `Cc1cc(OCC(=O)Nc2ccc(S(=O)(=O)N3CCN(C)CC3)cc2)cc(C)c1Cl` = -16%, -16%, -18%

Copied from the list:
In N370S GC mod, COc1ccc(NC(=O)Cn2c(=O)n(CCC(=O)NCC3CCCO3)c(=O)c3cc(OC)c(OC)cc32)cc1 (stereo unspecified) is listed with 5%
In FEN1 inh, COC(=O)Cn1c(=O)c2c(nc3n2CCCN3Cc2ccccc2)n(C)c1=O is listed with -2%
In N370S GC mod, CN1CCC(=NNC(=O)c2ccc(N(Cc3ccccc3Cl)S(C)(=O)=O)cc2)CC1 is listed with 1%
In N370S GC mod, CCOc1ccc(NCCC(=O)c2ccc3c(c2)OCO3)cc1 is listed with 1%
In GCN5L2 inh, COc1ccc(S(=O)(=O)N2CCC(n3cnc4cc(C(F)(F)F)ccc43)CC2)cc1 is listed with 1%
